PHOSPHO1 block = inhibitors of human PHOSPHO1 phosphatase. Q8TCT1. inhibition, % at 13.3 µM. recombinant PHOSPHO1, absorbance phosphatase assay. AID 1565. hit rate 1.1% among 290,000; in the data active means inhibition above about 60%
IDE cell activ = boosts human insulin-degrading enzyme activity in HEK cells; FAbeta-B cleavage, fluorescence polarization; 0% vehicle, 100% cell-free pure enzyme wells; activation, % at 5.96 µM; hit rate 0.073% among 340,000; AID 493087;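 active means activation above the mean of all tested compounds plus 3 SD, set per screening campaign, cut at about 17% in these data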
UBC9 SUMO inh = inhibitors of human SUMOylation (UBC9); P63279; hit rate 0.36% among 290,000; HTRF SUMOylation assay, SAE1/SAE2 + UBC9, in vitro; inhibition, % at 35 µM; in the data active means inhibition above about 50%, passing the limit was not always enough; further: strong numbers were not always called active
Target sequence (P63279 whole entry, looked up): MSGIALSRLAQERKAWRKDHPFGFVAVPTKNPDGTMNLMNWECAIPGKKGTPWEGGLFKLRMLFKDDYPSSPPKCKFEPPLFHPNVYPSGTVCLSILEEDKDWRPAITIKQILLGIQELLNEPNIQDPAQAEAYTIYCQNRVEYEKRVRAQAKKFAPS
IMP-1 inhibitor = inhibitors of Pseudomonas aeruginosa IMP-1 metallo-beta-lactamase. purified IMP-1, nitrocefin hydrolysis, epi-absorbance fluorescence. inhibition, % at 5.6 µM. hit rate 0.45% among 290,000;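 active means inhibition above the mean plus 3 SD of all compounds in the same screening run, cut at about 4.5% in these data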;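 further: 0% = IMP-1 with DMSO and 100% = DMSO wells lacking enzyme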
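System: purified IMP-1; amount: IMP-1 0.2 nM before substrate addition; compound: single dose, 5.6 µM; times: 25 °C, 15 min preincubation, 25 min reaction; signal: Epi-absorbance via hydrolysed-nitrocefin quenching of white-plate fluorescence, 480/530 nm, EDTA stop; benchmarks: DMSO with and without IMP-1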
pCIP destab = compounds decreasing mouse p/CIP protein stability | Q05BA5 | F442A p/CIP-EGFP cells, EGFP fluorescence, 16 h | decrease of EGFP signal, % at 10 µM | hit rate 0.01% among 290,000 | AID 1984;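 active means EGFP signal decrease of at least 30% at 10 µM or well 3 SD below plate mean, unless failing retest; inactive means the rest, including hits failing retest or dose response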; further: some compounds called inactive have numbers as strong as hits; many of its hits are not listed in these tables
NS3 helicase inh = blocks Hepatitis C virus NS3 helicase unwinding; NS3 helicase DNA unwinding, Cy5 molecular beacon fluorescence; inhibition, % at 10.9 µM; hit rate 0.56% among 290,000;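 active means inhibition above the mean of all tested compounds plus 3 SD, set per campaign, cut at about 35% in these data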;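 further: 0% = DMSO wells and 100% = thioflavine S control wells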
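Test system: hepatitis C virus NS3 helicase domain fragment enzyme. Also added: annealed dual-labelled DNA beacon duplex, ATP-started. Timing: 60 min unwinding reaction at 25 °C after ATP addition. Technique: Cy5 fluorescence. Measure: % inhibition of unwinding.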
MEKK3 PB1 HTS = MEKK3-MEK5 PB1 interaction, increase or decrease | hit rate 1.4% among 290,000 | Q99759 | bead-based flow cytometry, Alexa488-MEK5 binding to MEKK3; actives lie on both sides; 0 = blocked by unlabeled MEK5, 100 = vehicle | binding response (% of control), % at 10 µM;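 active means binding response more than 3 SD above or below the average of its plate-row segment, actives on both sides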;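 further: Alexa488 bead fluorescence after subtracting the streptavidin-only scavenger bead signal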
Target sequence (Q99759 whole entry, looked up): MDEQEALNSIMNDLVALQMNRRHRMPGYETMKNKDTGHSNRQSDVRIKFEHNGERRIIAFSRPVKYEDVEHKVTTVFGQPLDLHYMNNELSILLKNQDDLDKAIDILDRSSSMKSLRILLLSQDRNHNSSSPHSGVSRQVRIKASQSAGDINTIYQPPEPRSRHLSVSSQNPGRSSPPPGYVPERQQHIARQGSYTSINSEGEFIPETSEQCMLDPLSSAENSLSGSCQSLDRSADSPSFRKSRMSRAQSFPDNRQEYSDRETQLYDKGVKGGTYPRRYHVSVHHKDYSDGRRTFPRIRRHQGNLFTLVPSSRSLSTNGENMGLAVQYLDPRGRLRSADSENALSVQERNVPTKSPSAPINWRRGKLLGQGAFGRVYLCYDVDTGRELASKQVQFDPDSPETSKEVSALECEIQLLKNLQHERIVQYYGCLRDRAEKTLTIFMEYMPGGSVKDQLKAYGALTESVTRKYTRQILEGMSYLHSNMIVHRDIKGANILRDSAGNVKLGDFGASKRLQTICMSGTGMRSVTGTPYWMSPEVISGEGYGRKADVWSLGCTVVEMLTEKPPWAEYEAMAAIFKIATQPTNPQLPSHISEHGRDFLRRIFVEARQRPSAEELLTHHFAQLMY
VIM-2 inh = inhibitors of Pseudomonas aeruginosa VIM-2 metallo-beta-lactamase; purified VIM-2, nitrocefin hydrolysis, epi-absorbance fluorescence; inhibition, % at 5.6 µM; hit rate 0.89% among 290,000; AID 1527;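 active means inhibition above the mean of all tested compounds plus 3 SD, cutoff set per screening run, cut at about 7.5% in these data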;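 further: red hydrolysis product quenches plate fluorescence so inhibitors raise well fluorescence; 0% = enzyme with DMSO and 100% = DMSO without enzyme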
DNA FID counter = displaces DNA intercalator in HCV helicase counter-screen. DNA fluorescent intercalator displacement, fluorescence. inhibition, % at 7.9 µM. hit rate 0.17% among 290,000. AID 1845; in the data active means inhibition above about 37%;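 further: 0% = vehicle and 100% = reference compound; higher means more ethidium bromide displaced from hairpin DNA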
Starred values were filed as active, the others as inactive; / = no result given. Not all compounds are listed; rates above refer to the full screens.

SMILES	pCIP destab	DNA FID counter	MEKK3 PB1 HTS	PHOSPHO1 block	NS3 helicase inh	VIM-2 inh	IDE cell activ	UBC9 SUMO inh	IMP-1 inhibitor
Cc1cc(F)ccc1S(=O)(=O)Nc1ccc(O)c(Sc2ncn[nH]2)c1	8.1	-2.5	103.0	10.3	-2.4	-3.0	0.7	-18.0	-4.1
COc1ccc(NC(=S)N2CCN(c3ncccn3)CC2)cc1	-15.3	-4.1	97.0	20.0	-5.5	-0.9	0.2	21.7	-0.7
Cc1cc(C)nc(SCC(=O)Nc2ncc3c(n2)CC(C)(C)CC3=O)n1	5.5	-3.6	100.0	4.7	4.6	-1.9	2.9	19.6	1.2
Cn1c(=O)oc2cc(S(=O)(=O)NCc3ccncc3)ccc21	-26.1	0.1	101.0	-15.6	9.1	3.5	3.8	15.1	-0.5
Cc1cccc(N2C(=O)/C(=C/c3ccccn3)SC2=S)c1	-7.5	-0.5	78.0	31.5	17.9	-1.7	/	12.4	0.0
CCN(Cc1ccncc1)C(=O)c1ccco1	13.5	0.0	101.0	/	3.6	1.3	1.4	5.2	-0.8
COc1cccc(N2CCN(S(=O)(=O)c3ccc(-c4coc(C)n4)cc3)CC2)c1	-16.6	-53.5	101.0	16.9	-14.7	1.4	3.0	2.3	1.2
CCOc1ccc(C(=O)NCC2OCCc3ccccc32)cc1 (stereo not given)	-3.9	-17.9	110.0	3.4	-12.2	-0.6	5.2	22.0	0.5
COc1cc(C(=O)Nc2ccc([N+](=O)[O-])cn2)cc(OC)c1OC	20.7	2.6	98.0	1.9	-9.0	-1.2	-1.5	2.7	-1.5
CC(=O)c1cnn(-c2ccccc2)c1C	-5.6	5.1	108.0	-13.4	-1.0	-2.7	3.9	-0.4	-3.5
CCOc1cc(/C=C/C(=O)O)ccc1OCCOc1ccc(F)cc1	3.9	-34.9	101.0	31.1	7.4	-3.5	-0.9	6.8	-4.6
COCCNC(=O)C/C(C)=N/NC(=O)C(=O)NC1CCCCC1	-2.5	-2.4	103.0	11.7	14.3	-4.8	3.0	2.8	-2.2
O=C(NCCOc1nc(N2CCCCC2)nc(N2CCOCC2)n1)Nc1ccccc1	3.9	-10.9	101.0	42.4	1.3	-1.2	0.9	-15.8	-2.1
O=C(NCC1CCCO1)c1onc(CSc2ccccc2F)c1C(=O)O (stereo not given)	-11.3	-8.2	109.0	15.8	9.5	-1.9	4.7	11.0	-2.5
C=CCN(Cc1nc(-c2cc(OC)c3c(c2)OCO3)oc1C)C1CCS(=O)(=O)C1 (stereo not given)	-3.4	-27.8	94.0	51.8	-9.0	-2.2	1.2	13.4	-3.9
Cc1nnsc1C(=O)N1CCN(c2cc(C(F)(F)F)ccn2)CC1	-0.1	-2.5	101.0	-1.1	-1.6	-2.4	-3.5	3.9	-2.5
COc1ccc(OC)c(C(=O)N2CCC(n3nccc3NC(=O)CC(C)C)CC2)c1	-4.8	-21.1	97.0	48.8	14.8	0.2	5.8	-0.1	0.1
CNC(=S)N1CCc2cc(OC)c(OC)cc2C1COc1ccc(F)cc1 (stereo not given)	-0.9	-13.0	100.0	-125.4	-15.2	0.9	3.0	-9.9	-2.4
CCCCCc1nc2c(c(=O)c3ccccc3n2C)c(=O)n1Cc1ccc(OC)cc1	-6.1	-4.9	103.0	-5.9	-3.5	-1.0	5.8	7.6	-1.4
COc1cc(-c2nn3c(-c4ccccn4)nnc3s2)cc(OC)c1OC	-0.3	-3.9	93.0	-10.5	0.4	3.0	/	-2.6	-2.5
C=CCNC(=O)N1CCC(n2nccc2NC(=O)CCCc2ccccc2)CC1	-11.5	-16.8	99.0	18.3	9.3	2.8	5.2	/	1.3
CCCCOc1ccc(Nc2cc(Cl)ccc2C(=O)O)cn1	-6.5	-10.5	91.0	12.9	-20.8	-2.7	-3.2	9.8	-1.6
Cc1ccc(N(CC2CO2)S(=O)(=O)c2ccc([N+](=O)[O-])cc2)cc1 (stereo not given)	-16.9	-6.7	101.0	10.8	3.3	0.2	4.8	24.4	-1.1
CCC1(C(=O)c2ccccc2)C(c2cccc([N+](=O)[O-])c2)C1(C(=O)OC)C(=O)OC (stereo not given)	-6.5	-17.6	94.0	3.4	-10.6	-3.1	0.7	-8.8	-4.3
O=c1c2cc3c(cc2[nH]c(=S)n1C1CCN(Cc2ccccc2)CC1)OCO3	-1.3	4.3	101.0	16.5	-3.4	1.2	-1.4	-33.0	-2.9
Cc1ccc(N=Nc2c(C)[nH]n(-c3ccccc3)c2=O)c(C)c1	-1.6	-9.4	99.0	-1.1	2.7	-0.3	6.6	4.5	-1.7
O=C1C=C(O)c2cccc3cccc1c23	7.3	-6.5	103.0	2.6	19.4	-0.9	0.2	-5.7	-1.1
CC(C)[C@@H](N)C(=O)N/N=C/c1ccc2nccnc2c1	-1.5	-1.6	101.0	41.8	3.9	-0.6	-1.4	12.3	-2.7
COc1ccc(CC(=O)Nc2ccccc2C(=O)NCCc2ccccc2)cc1	-72.1	-23.3	102.0	/	-2.3	2.5	4.0	16.2	1.9
O=C(O)c1cc(C2CC2)nn1-c1ccccc1	-10.6	3.6	103.0	3.9	2.7	-4.8	0.3	24.0	0.9
CCCC(c1nnnn1CCOC)N(Cc1cc2cc(C)c(C)cc2[nH]c1=O)CC1CCCO1 (stereo not given)	-2.7	-1.5	/	3.9	-5.3	-0.3	3.5	1.9	-1.0
Cc1ccc(-c2ccc(C(=O)O)c(C)n2)cc1	-3.4	-2.2	106.0	-4.0	8.9	-2.7	4.9	-0.1	-0.7
Cn1nnnc1SCCNC(=O)C1CCC(=O)N(Cc2ccc(Cl)cc2)C1 (stereo not given)	-8.3	-12.7	105.0	21.2	-0.9	-1.3	-1.4	14.5	-3.1
CCC(=O)N1CCN(c2ccc(Cl)cc2NC(=O)Cc2ccc(Cl)cc2)CC1	-6.6	-17.2	91.0	11.3	1.4	0.9	1.3	-14.2	-2.4
CCN(CC)C(=O)CSc1nnc(-c2c[nH]c3ccccc23)o1	1.2	-19.2	99.0	33.9	10.1	1.8	3.8	-8.6	-0.9
CCOC(=O)Cc1csc(SCC(=O)Nc2cccc(Cl)c2)n1	0.7	-8.2	106.0	-2.7	8.1	-3.8	3.4	-0.3	-1.7
CC(NC(=O)COC(=O)c1cc(Cl)nc(Cl)c1)c1ccccc1 (stereo not given)	-4.7	1.2	97.0	1.0	-6.3	-1.4	2.1	0.9	-1.2
Cc1cc(C)cc(N(C(=O)Cc2cccs2)C(C(=O)NC2CCCC2)c2ccc(C)o2)c1 (stereo not given)	-6.2	2.1	107.0	15.2	8.6	-0.1	2.2	3.2	-1.6
CCOc1ccc(CNCc2cccnc2)cc1	-2.4	-3.5	106.0	1.1	5.5	-1.8	1.5	-1.0	-1.2
COc1ccc([C@H]2[C@@H]3C=CCC[C@@]3(C)C(=O)N2Cc2ccccc2)cc1Cl	-4.5	/	96.0	-4.3	/	/	-2.4	-2.2	/
CCc1ccccc1NC(=O)CN(C)C(=O)CN1C(=O)NC2(CCCCCC2)C1=O	-9.7	-13.7	101.0	10.1	5.6	-4.3	-0.4	5.0	-3.3
Cc1ccc(C(=O)NCCc2nnc3ccc(SCC(=O)NCc4ccc(F)cc4)nn23)cc1	-8.5	-40.5	100.0	46.5	10.7	-1.0	6.8	6.7	-3.4
O=C(c1ccc(C23CC4CC(CC(C4)C2)C3)o1)N1CCOCC1	10.3	-21.0	94.0	12.2	-2.8	-3.6	-0.9	1.7	-6.1
CS(=O)(=O)N(CC(=O)N1CCN(c2cccc(Cl)c2)CC1)c1ccccc1	-0.7	-28.6	88.0	13.9	0.3	-1.4	1.1	10.4	-2.0
CN(Cc1nc(-c2ccc(Cl)cc2)no1)C(=O)CCN1C(=O)[C@H]2CC=CC[C@H]2C1=O	0.3	-38.1	96.0	-20.7	-1.7	-1.3	-2.4	0.6	-2.2
CC(C)(C)OC(=O)N1CSC[C@H]1C(=O)NC[C@H](CC(=O)O)c1ccc(Cl)cc1	-3.9	-22.8	99.0	29.2	21.4	1.3	2.4	2.1	1.3
COc1ccc(N(CC(=O)NCc2ccc(Cl)cc2)S(=O)(=O)c2ccccc2[N+](=O)[O-])c(OC)c1	-4.7	-9.2	108.0	15.8	12.2	-3.5	3.7	8.3	-1.5
CC(Sc1nc2ccccc2n1C)C(=O)NC(c1ccccc1)c1ccccc1 (stereo not given)	10.1	-33.7	101.0	8.2	-4.0	-2.1	4.4	-9.9	-5.4
CCOC(=O)C1=C(N)Oc2c(oc(CO)cc2=O)C1c1ccc(F)c(F)c1 (stereo not given)	-13.4	-16.5	89.0	24.1	3.1	0.7	3.1	-4.4	-0.7
CCc1cc2c(SCC(=O)Nc3ncc(Cl)c(C)c3Cl)ncnc2s1	-6.3	-6.5	97.0	-11.7	3.9	-2.1	0.7	-3.1	-3.3
COc1cccc(OCCCN2CCCCCC2)c1	-9.8	3.2	101.0	43.1	-11.0	-1.4	5.0	7.1	-0.3
COc1ccc2c(c1)cc1c(=O)n(CC(=O)NCCCN3CCOCC3)nc(C)n12	3.4	9.1	105.0	26.3	1.5	0.4	-1.0	19.6	-0.2

Compound profiles, as listed above. Values in the order: pCIP destab	DNA FID counter	MEKK3 PB1 HTS	PHOSPHO1 block	NS3 helicase inh	VIM-2 inh	IDE cell activ	UBC9 SUMO inh	IMP-1 inhibitor
`O=c1c2cc3c(cc2[nH]c(=S)n1C1CCN(Cc2ccccc2)CC1)OCO3` in the list: -1.3	4.3	101.0	16.5	-3.4	1.2	-1.4	-33.0	-2.9
`O=C(NCC1CCCO1)c1onc(CSc2ccccc2F)c1C(=O)O` (stereo not given) in the list: -11.3	-8.2	109.0	15.8	9.5	-1.9	4.7	11.0	-2.5
